DNMT1 inh: human DNMT1 methyltransferase inhibitors, primary screen, biochemical, molecular beacon, fluorescence, HinP1I cleavage, uHTS | inhibition (reported as % activation of signal), % at 10 µM | 0.83% of 360,000 active; in the data active = inhibition above about 50%
CSN inh: inhibitors of CSN-mediated cullin deneddylation, primary screen, biochemical, fluorescence polarization, uHTS; COP9 signalosome complex subunit 5 (Homo sapiens), Q92905; Purified CSN, SCF-Nedd8-OG deneddylation; inhibition, % at 12.5 µM; 0.38% of 360,000 active;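 active = pattern-corrected inhibition above about 35%, with an unprinted fluorescence ratio check between 0.5 and 1.5, limit read from the data, passing the limit was not always enough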;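 note: 0% = enzyme with substrate and 100% = substrate without enzyme; some results filed as inactive read as strong as hits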
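Schedule: reaction 90 min, room temperature / Assay system: HEK293T-derived human Csn5 enzyme / Input: Csn5 at 0.24 nM final / Measure: inhibition of Csn5 cleavage, % / Control set: substrate-only high control, full reaction low control / Technique: fluorescence polarization of the substrate / Buffer or medium: Tris/NaCl/DTT buffer, pH 7.5 / Reagent: SCFSkp2-Nedd8OG substrate at 10 nM final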
STEP block: STEP phosphatase inhibitors, primary screen, biochemical, fluorescence intensity, uHTS | Tyrosine-protein phosphatase non-receptor type 5 (Homo sapiens), P54829 | recombinant STEP, OMFP fluorogenic substrate | inhibition, % at 20 µM | 0.25% of 360,000 active;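 active = inhibition at 20 µM, scaled per plate between control wells, above about 37%, limit read from the data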;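 note: 0% = DMSO with enzyme and substrate and 100% = substrate only without enzyme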
Target sequence (P54829 whole entry, looked up): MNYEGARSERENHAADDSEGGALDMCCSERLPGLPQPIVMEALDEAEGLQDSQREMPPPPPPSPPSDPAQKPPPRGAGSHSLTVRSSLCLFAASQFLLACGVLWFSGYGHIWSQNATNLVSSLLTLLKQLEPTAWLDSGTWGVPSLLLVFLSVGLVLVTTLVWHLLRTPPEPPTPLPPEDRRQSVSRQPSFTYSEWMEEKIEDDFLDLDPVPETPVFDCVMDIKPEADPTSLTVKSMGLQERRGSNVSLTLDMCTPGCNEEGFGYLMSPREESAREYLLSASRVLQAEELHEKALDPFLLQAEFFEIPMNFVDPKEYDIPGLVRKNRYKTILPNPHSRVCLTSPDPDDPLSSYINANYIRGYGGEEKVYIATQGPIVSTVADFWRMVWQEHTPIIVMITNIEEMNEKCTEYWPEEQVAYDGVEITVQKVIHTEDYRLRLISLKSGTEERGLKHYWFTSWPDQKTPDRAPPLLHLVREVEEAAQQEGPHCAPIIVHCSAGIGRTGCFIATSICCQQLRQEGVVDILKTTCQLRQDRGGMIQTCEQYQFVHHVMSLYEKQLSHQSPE
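System: isolated STEP enzyme; schedule: 20 min enzyme reaction at room temperature, protected from light; medium: Bis-Tris buffer pH 6.0, 2.5 mM DTT, 0.005% Tween 20; signal: fluorescence, 480/540 nm; dosing: single compound dose of 20 µM, 1% DMSO final; also added: OMFP substrate, 25 µM final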
LMPTP block: LMPTP phosphatase inhibitors, primary screen, biochemical, fluorescence intensity, uHTS. recombinant LMPTP-A, OMFP fluorogenic substrate. inhibition, % at 20 µM. 0.22% of 360,000 active;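 active = compounds that cut the enzyme signal by at least half of the control window in the single-dose screen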;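 note: plate controls were DMSO wells with enzyme plus substrate for no effect and substrate without enzyme for full effect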
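Assay system: LMPTP-A phosphatase enzyme | Input: 0.625 nM enzyme | Also added: Fluorogenic phosphatase substrate OMFP at 400 µM final | Compound dosing: One test concentration per compound, 20 µM, with 3% DMSO overall | Schedule: 50 min enzyme reaction at room temperature, protected from light | Signal: Fluorescence intensity | Benchmarks: no-enzyme and uninhibited controls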
Rpn11 inh: Rpn11 (PSMD14) deubiquitinase inhibitors, primary screen, biochemical, fluorescence polarization, uHTS | 0.59% of 360,000 active | human 26S proteasome, Ub4-pepOG fluorescence polarization; 20S core pre-blocked with epoxomicin | 26S proteasome non-ATPase regulatory subunit 14 (Homo sapiens), O00487 | calls only at 20 µM | AID 588493, 2011;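 active = inhibition at 20 µM, scaled to each plate's controls, above about 33%, limit read from the data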
Target sequence (O00487 whole entry, looked up): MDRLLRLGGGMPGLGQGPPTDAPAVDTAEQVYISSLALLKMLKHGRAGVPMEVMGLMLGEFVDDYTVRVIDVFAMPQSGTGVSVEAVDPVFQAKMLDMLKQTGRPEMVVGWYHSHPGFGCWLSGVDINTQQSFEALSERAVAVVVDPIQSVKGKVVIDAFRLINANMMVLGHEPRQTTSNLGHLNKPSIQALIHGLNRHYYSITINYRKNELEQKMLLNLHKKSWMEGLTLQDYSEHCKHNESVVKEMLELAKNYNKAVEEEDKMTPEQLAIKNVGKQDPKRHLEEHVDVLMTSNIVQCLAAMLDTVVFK
NadD inh: inhibitors of S. aureus NadD, primary screen, biochemical, colorimetric, uHTS; purified NadD enzyme, colorimetric absorbance read-out; inhibition, % at 20 µM; 0.78% of 360,000 active; Nicotinate-nucleotide adenylyltransferase NadD (Staphylococcus aureus N315); AID 602399, 2012; in the data active = inhibition above about 26%; note: some compounds past the cut are filed as inactive
SUMO1 PPI mod: modulators of SUMO1 protein-protein interactions, primary screen, biochemical, uHTS | inhibition, % at 20 µM | 0.33% of 360,000 active | Small ubiquitin-related modifier 1 (Homo sapiens), P63165 | SUMO1 binding to a labelled peptide, TR-FRET, 1 h; in the data active = inhibition above about 37%
Target sequence (P63165 whole entry, looked up): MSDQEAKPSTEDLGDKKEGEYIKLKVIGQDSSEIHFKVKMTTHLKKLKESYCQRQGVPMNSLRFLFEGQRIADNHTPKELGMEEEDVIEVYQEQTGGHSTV
Scp-1 inhibitor: Scp-1 phosphatase inhibitors, primary screen, biochemical, colorimetric, uHTS. Carboxy-terminal domain RNA polymerase II polypeptide A small phosphatase 1 (Homo …. Recombinant Scp1, phosphopeptide, malachite green phosphate absorbance. AID 493091, 2011. 0.88% of 340,000 active. inhibition, % at 20 µM;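 active = inhibition above about 50% at 20 µM, limit read from the data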;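 note: plate controls were DMSO wells with enzyme for no effect and wells lacking enzyme for full effect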
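Material: truncated SCP-1 phosphatase (76-261aa) / Buffer or medium: 50 mM Tris acetate pH 5.5, 0.005% Tween-20, 10 mM MgCl2 / Compound dosing: one concentration, 20 µM, with 1.0% DMSO / Incubation: 45 min room-temperature reaction, 5 min colour, 30 min stabiliser / Detection: colorimetric free-phosphate detection, absorbance 630 nm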
Neddyl block: inhibitors of cullin neddylation, primary screen, biochemical, TR-FRET, uHTS, NAE and Ubc12; NEDD8-conjugating enzyme Ubc12 (Homo sapiens) + NEDD8-activating enzyme E1 regulatory …; calls only at 25 µM; AID 651699, 2012; 0.58% of 360,000 active; in the data active = inhibition above about 36%
Rin1-Abl PPI inh: inhibitors of Rin1-Abl protein binding, primary screen, biochemical, TR-FRET; Tyrosine-protein kinase ABL1 (Homo sapiens) + Ras and Rab interactor 1 (Homo sapiens), …; inhibition, % at 7.35 µM; 0.4% of 360,000 active; AID 588664, 2011; in the data active = inhibition above about 5%, passing the limit was not always enough
Active calls of the source: *; i = inactive; · = no result given; + = active, no number.

Structure	DNMT1 inh	CSN inh	STEP block	LMPTP block	Rpn11 inh	NadD inh	SUMO1 PPI mod	Scp-1 inhibitor	Neddyl block	Rin1-Abl PPI inh
COc1ccc(CCNC(=O)COC(=O)c2cnc(Cl)c(Cl)c2)cc1	0.6	-1.9	-1.1	-0.3	i	-9.3	-0.5	-7.7	i	2.0
COCCNC(=O)CN(c1ccc(OC)c(OC)c1)S(=O)(=O)c1ccc(C)cc1	0.7	1.5	-1.2	-1.1	i	-3.5	3.3	-0.6	i	0.0
O=C(CSc1nnnn1-c1ccc(F)cc1)NNC(=O)c1ccco1	0.9	-0.3	-1.9	-1.0	i	-8.5	-1.2	12.3	i	4.5
COc1cccc(CNC(=O)CC(NC(C)=O)c2ccccc2)c1 (stereo not given)	-0.7	7.3	-3.1	0.0	i	5.1	3.6	-5.7	i	2.4
Cc1ccc(C(=O)CNc2ccc(C)cc2C)cc1	1.8	-1.5	-1.5	-0.1	i	-6.4	-5.8	-3.9	i	-1.2
CC[C@]12c3[nH]c4ccccc4c3CCN1C(=O)C(CC(=O)NCCCOC)C[C@@H]2C(=O)N1CCN(C(=O)C2CC2)CC1 (stereo not given in full)	5.6	2.0	-0.2	-0.5	i	4.6	-2.0	-4.2	i	-0.1
COc1ccc(CNC(=O)c2cc(=O)c3ccc(C)c(C)c3o2)cc1	-0.3	-2.5	0.6	0.2	i	-5.5	-14.9	-5.7	i	-3.8
CCN(c1ccc(NS(=O)(=O)c2cc(Cl)ccc2Cl)cc1)C(C)C	1.3	-14.6	-1.3	2.8	i	-2.0	-1.7	3.0	i	-1.4
S=c1[nH]nc(-c2ccc(Br)cc2)n1Cc1ccco1	6.2	6.8	-4.4	-1.6	i	4.9	2.5	-4.2	i	1.0
O=C(CN1CCN(Cc2ccccc2)CC1)N/N=C/c1cccnc1	1.3	-7.9	1.2	-1.1	i	-6.4	-2.4	-7.9	i	-0.9
NC(=NC(=O)c1ccc(Cl)cc1)N1N=CCC1c1ccccc1 (stereo not given)	4.6	1.1	-3.0	0.7	i	1.2	-0.9	2.9	i	0.5
CN1CC(c2ccc(Cl)c(Cl)c2)[C@@]2(COc3ccccc3C2=O)[C@@]12C(=O)Nc1ccccc12 (stereo not given in full)	-3.5	8.3	1.0	3.5	i	21.6	1.0	-0.1	i	-3.3
O=C(O)CCc1n[nH]c(=S)[nH]c1=O	-1.9	3.2	-0.2	-0.1	i	3.9	-0.3	-9.1	i	-2.9
O=C(c1ccoc1)N1CCN(c2cc(-c3ccncc3)nc3cc(-c4cccc(Cl)c4)nn23)CC1	2.3	10.0	1.4	2.6	i	11.1	7.3	·	·	-1.0
CC1CCCC(C)N1/N=C/c1ccc(Cl)cc1 (stereo not given)	0.1	-0.1	-0.8	-0.9	i	2.5	-2.8	0.4	i	2.1
Brc1ccc(Nc2ncnc3[nH]ncc23)cc1	0.3	1.2	-2.7	-28.0	i	-1.9	1.7	-4.3	i	-1.4
O=C(O)c1cccc2c1C(=O)c1ccccc1C2=O	-0.5	-7.3	-5.3	-0.8	i	1.2	-25.9	3.5	i	-2.0
O=S(=O)(NC1CCCC1)c1ccc(-n2cnnn2)cc1	5.5	3.8	-7.5	-1.4	i	1.4	5.1	6.6	i	0.4
C=CCN(CC=C)Cc1cc(=O)oc2cc(OC)ccc12	-0.5	-4.6	-2.1	2.1	i	-4.1	2.0	·	i	3.8
N#Cc1ccc(Cl)cc1NC(=O)COC(=O)c1ccc(S(=O)(=O)N2CCCC2)cc1	6.2	4.0	-0.8	0.2	i	-2.6	2.0	-5.2	i	2.5
O=C(Nc1ccccn1)NC1CCS(=O)(=O)C1 (stereo not given)	3.8	-4.5	-0.2	0.5	i	-2.2	1.8	-2.5	i	-4.2
CN(c1ccccc1C(=O)Nc1ccc2c(c1)n(C)c(=O)n2C)S(C)(=O)=O	3.2	-0.9	-0.2	-0.2	i	4.2	-4.0	-3.5	i	-1.3
CCc1ccccc1NC(=O)Cc1cn(C)c2ccccc12	-0.3	0.1	2.6	-1.1	i	0.7	5.7	-1.7	i	-0.5
O=C(Nc1c2c(nn1-c1ccc(Cl)cc1)CS(=O)(=O)C2)c1ccc2c(c1)OCO2	1.1	0.8	-6.3	-0.9	i	-4.8	-2.3	-10.9	i	-0.7
CC(=O)NCCC(=O)Nc1ccc(F)cc1C	-1.0	-2.1	-2.4	-1.3	+	5.4	1.3	-5.9	i	0.6
CCOc1ncccc1C(=O)N1CCCSC1=Nc1ccc(C(C)=O)cc1	-3.4	-2.5	-2.7	0.0	i	-8.5	-1.1	21.0	i	2.0
CN(C(=O)c1cc2c(=O)n3ccccc3nc2n1C)C1CCCCC1	2.1	0.5	0.6	0.6	i	-3.3	-24.3	80.0*	·	-6.2
Cc1ccc(CNC(=O)c2nnn(-c3cccc(C)c3)c2N)cc1	-0.8	3.4	0.4	0.1	i	1.3	0.4	-7.2	i	0.6
Cn1ccnc1Sc1ccc(C=O)cc1[N+](=O)[O-]	-0.2	-1.8	1.6	-0.6	i	-0.4	-22.5	3.5	i	-1.0
COC(=O)NNC(=O)COc1ccc(Br)c(C)c1	-0.6	-4.1	0.0	-1.4	i	-3.3	-0.3	-13.9	i	0.7

The final two compounds of the section above come first, to join the parts.
Structure	DNMT1 inh	CSN inh	STEP block	LMPTP block	Rpn11 inh	NadD inh	SUMO1 PPI mod	Scp-1 inhibitor	Neddyl block	Rin1-Abl PPI inh
Cn1ccnc1Sc1ccc(C=O)cc1[N+](=O)[O-]	-0.2	-1.8	1.6	-0.6	i	-0.4	-22.5	3.5	i	-1.0
COC(=O)NNC(=O)COc1ccc(Br)c(C)c1	-0.6	-4.1	0.0	-1.4	i	-3.3	-0.3	-13.9	i	0.7
COc1ccc(C(CCNC(C)c2ccccc2)C(C)C)cc1 (stereo not given)	0.9	1.1	-1.0	9.5	i	-7.9	-3.3	2.7	i	-0.5
COc1ccccc1CC(=O)N1CCN(c2ccc(F)cc2)CC1	-0.4	1.0	-0.9	-1.1	i	5.4	1.7	-6.9	i	-0.9
O=C(CCNC(=O)c1ccc([N+](=O)[O-])cc1)Nc1ccc(N2CCOCC2)cc1N1CCOCC1	3.3	2.4	1.4	-0.1	i	-3.0	-20.8	-11.8	i	-3.2
CCOc1ccccc1OCC(=O)Nc1cc(S(=O)(=O)N2CCCCC2)ccc1OC	-4.8	-0.7	0.9	2.3	i	-3.5	6.5	-8.6	i	2.0
CCc1c(O)nc(SCC(=O)Nc2ccc(Br)cc2)n(-c2ccc(C)cc2)c1=O	-1.9	2.7	-0.7	-0.2	i	1.1	17.9	-5.2	i	3.4
Cc1csc(SCC(=O)NCCc2ccc(Cl)cc2Cl)n1	2.7	-14.8	-3.1	-0.5	i	1.2	1.8	1.6	i	-1.0
COc1ccc(CNC(=O)C2CCN(S(C)(=O)=O)CC2)cc1	-1.6	-2.1	4.2	-0.6	i	-5.4	5.2	-8.4	i	2.9
O=C(CSc1c(Cl)cccc1Cl)N1CCC(c2nc3ccccc3s2)CC1	-5.3	9.7	3.8	3.0	i	-1.0	-2.0	-4.6	i	3.2
O=[N+]([O-])c1ccc(S(=O)(=O)NCC2COc3ccccc3O2)cc1 (stereo not given)	0.5	-4.4	1.6	0.0	i	-5.1	-39.2	-5.5	i	0.9
CN(C)S(=O)(=O)c1ccc(C(=O)OCC(=O)NC(=O)NCc2ccccc2)cc1	3.8	1.1	1.7	-0.8	i	2.9	2.2	5.2	i	-0.1
COc1ccc2c(C=O)cn(C)c2c1	-3.4	-4.9	2.7	0.3	i	-0.9	-0.3	-3.5	i	4.1
COc1ccc(N2CC(C(=O)NC3=NCCS3)CC2=O)cc1 (stereo not given)	0.2	3.5	-1.0	-0.8	i	-3.6	-3.6	2.0	i	-0.3
CC(=O)c1cccc(-c2ccnc3c2CC(C(=O)Nc2ccc(C(C)C)cc2)O3)c1 (stereo not given)	-4.0	3.7	-6.1	0.3	i	-1.8	4.9	·	i	1.7
COc1cc2cnc(CCO[C@H]3CCCCO3)cc2cc1OC	-1.8	-4.4	0.2	0.2	i	0.7	-4.8	-1.9	i	6.4
Cc1n[nH]c(C)c1SCC(=O)Nc1ccc(F)cc1	2.4	5.0	-4.1	-2.6	i	-2.6	-0.8	3.6	i	1.7
Nc1nc(Nc2ccccc2)nc2ccccc12	0.8	3.1	3.8	4.0	i	-3.9	0.2	2.8	i	-0.3
CCOC(=O)/C(C#N)=C/c1ccc(OC)c(OC)c1	0.3	-4.4	-0.8	0.0	i	-7.6	-26.0	0.5	i	-0.9
Cc1ccc(C(=O)NC2CCCN(c3ccc(C(F)(F)F)cn3)C2)cn1 (stereo not given)	2.0	-0.7	-2.4	0.3	i	-4.9	0.1	-10.5	i	-0.2
COc1cc(CNC(=O)C2CCCC2)cc(OC)c1OC	-0.8	0.7	-0.5	-0.4	i	-2.0	-3.0	-12.3	i	3.2
CCOc1ccc(NC(=O)CCC(=O)c2ccc(Br)cc2)cc1	-3.8	6.6	-4.1	0.9	i	-2.9	8.1	-8.1	i	-0.7
COC(=O)C1CN(S(=O)(=O)c2ccc(NC(C)=O)cc2)CCS1 (stereo not given)	-0.2	3.6	-2.8	0.4	i	2.5	-2.4	-3.8	i	0.2
O=C(CC1OCC2CCCN2C1=O)Nc1ccc([N+](=O)[O-])cc1 (stereo not given)	0.7	-2.5	4.0	0.5	i	2.6	-22.0	-7.1	i	3.3

A few values from the entries so far:
For STEP block, CC(=O)c1cccc(-c2ccnc3c2CC(C(=O)Nc2ccc(C(C)C)cc2)O3)c1 (stereo not given) has -6.1
For STEP block, Cc1csc(SCC(=O)NCCc2ccc(Cl)cc2Cl)n1 has -3.1

Screening results as filed in PubChem BioAssay.
